WRN inhibitor = qHTS for Inhibitors of WRN Helicase; WRN helicase unwinding, fluorescent forked duplex, kinetic; 360,000 tested, 0.46% active; Bifunctional 3'-5' exonuclease/ATP-dependent helicase WRN (Homo sapiens), Q14191; Potency, µM (doses to about 114 µM), for the others: top-dose activity change, negative = inhibition, actives largely listed as inhibitors; also: potency is read from the fitted curve at half-maximal effect; % is scaled to controls: 0 for no effect and ±100 for the full control effect; nearly all actives have a fitted effect of over 55% in size
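Enzyme (20 nM final) and test compound sit together 15 min at room temperature before substrate addition. Substrate is a single-forked duplex oligonucleotide (100 nM) labelled with fluorophore and quencher, with 2 mM ATP; helicase unwinding raises red fluorescence, read kinetically.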
PI5P4Ka inh = qHTS for Inhibitors of phosphatidylinositol 5-phosphate 4-kinase (PI5P4K); Phosphatidylinositol 5-phosphate 4-kinase type-2 alpha (Homo sapiens), P48426; 330,000 tested, 1.2% active; PI5P4Kalpha enzyme, ADP-Glo luminescence, 60 min; stronger effect = lower value; max response, %; active = max response of -50% or lower; inconclusive = between -30% and -50%; inactive = -30% or higher; also: value at the top dose of about 77 µM; % is scaled to controls: 0 for no effect and ±100 for the full control effect
Target sequence (P48426 whole entry, looked up): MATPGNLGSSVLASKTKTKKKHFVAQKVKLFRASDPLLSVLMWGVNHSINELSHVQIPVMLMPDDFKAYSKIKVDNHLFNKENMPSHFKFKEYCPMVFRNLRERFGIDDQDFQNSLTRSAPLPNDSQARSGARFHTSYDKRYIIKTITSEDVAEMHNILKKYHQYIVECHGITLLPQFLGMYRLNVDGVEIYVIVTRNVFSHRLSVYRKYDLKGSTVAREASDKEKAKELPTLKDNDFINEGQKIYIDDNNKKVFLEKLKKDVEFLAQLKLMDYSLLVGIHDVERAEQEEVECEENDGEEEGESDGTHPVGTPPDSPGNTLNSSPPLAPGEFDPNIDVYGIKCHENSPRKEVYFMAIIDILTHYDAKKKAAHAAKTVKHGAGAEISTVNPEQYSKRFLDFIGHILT
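Enzyme plus substrate dispensed, test compounds pinned in, then ATP (5 microM final) added. After 60 min at RT, ADP-Glo reagent 1 for 45 min and reagent 2 for 30 min preceded luminescence imaging.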
aSyn rescue = qHTS of alpha-syn Inhibitors; Yeast expressing alpha-synuclein, growth rescue, BacTiter-Glo, 24 h; Potency, µM (titrated, usually from 46.1 µM), without a hit: at the top dose growth rescue (activation), usual class: activators; 370,000 tested, 0.14% active; also: potency is read from the fitted curve at half-maximal effect; % of control where 0% means no effect; nearly all actives have a fitted effect of over 65% in size
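Readout is rescue of growth in alpha-synuclein-expressing yeast, so inhibitors of toxicity appear as activators. Growth after 24 hr at 30 deg C in galactose medium is quantified by luminescence.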
EPAC1 agonist = qHTS for Agonist of cAMP-regulated guanine nucleotide exchange factor 3 (EPAC1): primary screen. Rap guanine nucleotide exchange factor 3 (Homo sapiens), O95398. EPAC1 agonist qHTS, biochemical assay; response scale: 100% = response to 6.5 mM cAMP. Potency, µM (top dose mostly 154 µM), without a hit: at the top dose activation, actives largely listed as activators. 360,000 tested, 0.073% active; also: potency is read from the fitted curve at half-maximal effect; nearly all actives have a fitted effect of over 60% in size
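Compounds were pinned as a concentration titration into mixtures of EPAC1 (100 nM), BODIPY-GDP-loaded Rap1B (250 nM) and GDP (50 uM). After 5 min at room temperature, fluorescence was followed for 30 min; activity was scaled to 6.5 mM cAMP.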
IL-2 act = qHTS of IL-2 Activators | IL-2 activation reporter assay, cell-based qHTS; stimulated with anti-CD3/CD4/CD28 beads; in transgenic mouse T cells | 360,000 tested, 0.065% active | activation, % (series mostly up to about 46 µM); in the data active = activation above about 50%; inconclusive = mostly about 30% to 49%; also: 0% is about no effect
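Screening format: compound pinned onto unstimulated transgenic mouse T cells, 60 min incubation, then anti-CD3/anti-CD4/anti-CD28 bead stimulation for 18 hours at 37 degrees C, followed by EGFP and DsRed detection.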
FUS yeast rescue = qHTS for Suppressors of FUS Proteinopathy: Primary screen using FUS-linked yeast assay; AID 1347120, 2019; Potency, µM (doses to about 76.6 µM), without a hit: at the highest dose growth rescue (activation), most hits filed as activators; 390,000 tested, 0.24% active; S. cerevisiae FUS-expressing, growth rescue, OD600, 24 h;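 also: potency is read from the fitted curve at half-maximal effect; plate controls were DMSO vehicle for no effect and reference control for full effect; nearly all actives have a fitted effect of over 55% in size; some results filed as inactive show a strong effect at the top dose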
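Yeast FUS proteinopathy model; galactose-induced FUS (2%), starting OD 0.005. Cpds in dilution series, 24hr, 30C, 99% humidity. Abs 600 nm growth. Pos ctrl CP55940 (top 92uM final); neg ctrl DMSO.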
Abeta rescue = qHTS for compounds that reverse cellular toxicity of Amyloid beta (A-beta) peptide in yeast: Primary Screen. Potency, µM (top dose mostly 46.1 µM), for the others: at the highest dose growth rescue, actives largely listed as activators. yeast expressing A-beta42, growth rescue, OD600, 48 h; response scale: 0% DMSO, 100% iron-clioquinol control. AID 1347071, 2019. 410,000 tested, 0.063% active; also: potency is read from the fitted curve at half-maximal effect; nearly all actives have a fitted effect of over 55% in size
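Growth rescue measured by 600 nm absorbance after 48 h yeast culture at 30 C with compound. Values normalized between DMSO and an equimolar ferric chloride plus clioquinol control.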
EPAC1 antag = qHTS for Antagonist of cAMP-regulated guanine nucleotide exchange factor 3 (EPAC1): primary screen | Rap guanine nucleotide exchange factor 3 (Homo sapiens), O95398 | EPAC1 GEF assay, Rap1b-BODIPY-GDP exchange fluorescence | Potency, µM (highest dose often 115 µM), for inactives: at the top dose activity change, negative = inhibition, actives largely listed as inhibitors | 360,000 tested, 0.14% active | AID 720709, 2013;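 also: potency is read from the fitted curve at half-maximal effect; plate controls were vehicle for no effect and positive control for full effect; nearly all actives have a fitted effect of over 50% in size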
PLK1 PBD block = qHTS for Inhibitors of PLK1-PDB (polo-like kinase 1 - polo-box domain): Primary Screen; 360,000 tested, 2.8% active; Plk1 PBD binding of FITC phosphopeptide, fluorescence polarization; Serine/threonine-protein kinase PLK1 (Homo sapiens), P53350; AID 720504, 2013; Potency, µM, without a hit: max response, negative = inhibition, usual class: inhibitors; also: potency is read from the fitted curve at half-maximal effect; series mostly up to about 57 µM; % is scaled to controls: 0 for no effect and ±100 for the full control effect; nearly all actives have a fitted effect of over 65% in size
Target sequence (P53350 whole entry, looked up, the tested form may be a part): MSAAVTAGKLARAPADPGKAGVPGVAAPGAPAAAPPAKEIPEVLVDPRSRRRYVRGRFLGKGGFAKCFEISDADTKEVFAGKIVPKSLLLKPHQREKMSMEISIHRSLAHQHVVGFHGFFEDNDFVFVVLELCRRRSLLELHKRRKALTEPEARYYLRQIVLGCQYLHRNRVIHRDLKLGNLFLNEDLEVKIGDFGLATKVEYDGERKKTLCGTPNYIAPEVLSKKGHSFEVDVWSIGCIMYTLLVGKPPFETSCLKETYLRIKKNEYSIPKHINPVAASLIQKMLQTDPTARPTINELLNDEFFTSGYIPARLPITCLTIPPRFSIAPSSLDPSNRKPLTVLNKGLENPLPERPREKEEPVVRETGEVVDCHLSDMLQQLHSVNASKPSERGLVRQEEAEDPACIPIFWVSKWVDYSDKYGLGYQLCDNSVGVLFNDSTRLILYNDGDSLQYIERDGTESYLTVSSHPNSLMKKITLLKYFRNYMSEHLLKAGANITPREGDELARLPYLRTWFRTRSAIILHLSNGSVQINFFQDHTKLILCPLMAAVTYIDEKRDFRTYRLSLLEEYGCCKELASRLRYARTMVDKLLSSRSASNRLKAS
The depositor's hits bear a star; u = inconclusive; x = not tested or not shown; [ ] = another dose, or the depositor's remark. Unless noted, calls follow the shape of the dose curve; as a rule, active = well fitted curve in the direction sought with a large enough effect; inconclusive = small, poorly fitted or top-dose-only effect, or another doubt; inactive = no such curve, though single readings can be large; an effect the other way counts as inactive or inconclusive.

SMILES	WRN inhibitor	PI5P4Ka inh	aSyn rescue	EPAC1 agonist	IL-2 act	FUS yeast rescue	Abeta rescue	EPAC1 antag	PLK1 PBD block
CC(C)c1ccc(CN2C(=O)c3ccccc3S2(=O)=O)cc1	6%	10	u	19%	0.3	34%	3%	0%	-19%
O=C1C2C3CCC(C3)C2C(=O)N1c1ccc(OS(=O)(=O)c2ccccc2)cc1 (stereo not given)	-13%	-1	0%	-2%	-4.2	6%	-21%	-19%	-4%
O=C(COc1ncnc2ccccc12)Nc1ccccc1[N+](=O)[O-]	-25%	0	2%	-5%	0.9	-6%	-1%	15%	-1%
COc1ccc2oc3cc(Cl)ccc3c(=O)c2c1	-4%	8	2%	5%	-0.4	3%	-10%	-9%	-1%
COc1ccccc1-c1nnc(SCC(=O)N2CCOCC2)n1-c1ccccc1	0%	0	1%	8%	-3.1	5%	-15%	6%	-1%
O=C(Nc1sc2c(c1CN1CCOCC1)CCC2)c1ccc(F)cc1	3%	-8	0%	-11%	-0.6	x	-3%	3%	-12%
CCc1c(C#N)c(=O)[nH]c(=O)n1-c1ccccc1	-2%	-29	-8%	2%	-0.9	2%	4%	-24%	-10%
O=C(NCc1nc2ccccc2[nH]1)c1cccc(S(=O)(=O)N2CCCCC2)c1	4%	-10	-4%	7%	-0.1	21%	-2%	-9%	-5%
Cc1ccc(NC(=O)CN2C(=O)NC3(CCCc4ccccc43)C2=O)c([N+](=O)[O-])c1 (stereo not given)	-3%	4	10%	6%	-2.0	9%	25%	-16%	2%
Cc1ccccc1NC(=O)C(C)c1ccc(-c2ccccc2)c(F)c1 (stereo not given)	-15%	0	2%	-15%	0.6	1%	23%	-2%	3%
CC(OC(=O)c1ccc(Cl)c(S(N)(=O)=O)c1)C(=O)NCC1CCCCC1 (stereo not given)	-1%	-1	3%	-1%	-0.8	-16%	-12%	-14%	-2%
O=C(Cn1cnc2c(cnn2-c2ccc(F)cc2)c1=O)NCCc1ccccc1	3%	2	0%	-10%	0.4	-11%	-17%	-5%	-10%
CCCN(C(=O)CSc1nnnn1C)C1CCS(=O)(=O)C1 (stereo not given)	10%	-5	1%	-2%	-0.2	-4%	-5%	-3%	-5%
COCCCNC(=O)CN(CCc1ccccc1)S(=O)(=O)c1ccccc1	-7%	1	0%	1%	0.9	-2%	-9%	10%	0%
COC(=O)c1ccccc1NC(=O)c1cc[n+](C)cc1	-4%	-1	-5%	-1%	1.2	19%	u	-7%	-7%
COc1cc(C(=O)Nc2ccc(C#N)cc2)c([N+](=O)[O-])cc1OC	u	-8	-7%	2%	6.8	40%	-22%	u	-15%
C[C@H](NC(=O)C(c1ccccc1)c1ccccc1)c1ccccc1	-2%	4	1%	1%	0.2	13%	5%	-22%	-3%
Cc1ccc(NC2=C(Cl)C(=O)c3ccccc3C2=O)cc1	2%	-6	-12%	4%	-0.3	x	8%	9%	-3%
O=C1NCCN(Cc2cccc(Oc3ccccc3)c2)C1CC(=O)N1CCCCO1 (stereo not given)	-11%	1	-3%	5%	0.2	8%	3%	15%	-21%
O=C(Nc1ccc(N2CCOCC2)cc1N1CCOCC1)c1ccc([N+](=O)[O-])cc1	-19%	5	9%	-11%	0.9	x	5%	-15%	-3%

Four entries picked at random from the list so far:
SMILES	WRN inhibitor	PI5P4Ka inh	aSyn rescue	EPAC1 agonist	IL-2 act	FUS yeast rescue	Abeta rescue	EPAC1 antag	PLK1 PBD block
CCCN(C(=O)CSc1nnnn1C)C1CCS(=O)(=O)C1 (stereo not given)	10%	-5	1%	-2%	-0.2	-4%	-5%	-3%	-5%
C[C@H](NC(=O)C(c1ccccc1)c1ccccc1)c1ccccc1	-2%	4	1%	1%	0.2	13%	5%	-22%	-3%
COc1cc(C(=O)Nc2ccc(C#N)cc2)c([N+](=O)[O-])cc1OC	u	-8	-7%	2%	6.8	40%	-22%	u	-15%
O=C(NCc1nc2ccccc2[nH]1)c1cccc(S(=O)(=O)N2CCCCC2)c1	4%	-10	-4%	7%	-0.1	21%	-2%	-9%	-5%

(list continues)
SMILES	WRN inhibitor	PI5P4Ka inh	aSyn rescue	EPAC1 agonist	IL-2 act	FUS yeast rescue	Abeta rescue	EPAC1 antag	PLK1 PBD block
CN(Cc1cnccn1)Cc1cn(Cc2ccccc2)nc1-c1ccc2c(c1)OCO2	8%	5	-2%	-8%	0.4	-3%	-9%	18%	-4%
CCOc1ccc(NC(=O)CCS(=O)(=O)c2ccc(C)cc2)cc1	-3%	0	-5%	-6%	1.6	13%	-31%[inhibitor]	-2%	-9%
COc1cc(/C=C2\NC(=S)N(C)C2=O)ccc1OCc1ccccc1F	4%	-12	-1%	-10%	1.8	6%	-10%	-18%	-10%
C=CCNC(=S)NNC(=O)c1ccc(OCCCC)cc1	3%	8	0%	-3%	0.7	24%	5%	-13%	-11%
O=CN1CCC(=O)N(Cc2ccccc2)c2ccccc21	7%	x	7%	-1%	-0.3	23%	2%	3%	-6%
Cc1ccc(C)c2[nH]c(=O)c(C(c3nnnn3C3CCCC3)N3CCOCC3)cc12 (stereo not given)	11%	x	9%	13%	-1.2	15%	7%	-1%	-12%
Nc1c(N(CCC2=CCCCC2)C(=O)COc2ccc(F)cc2)c(=O)[nH]c(=O)n1Cc1ccccc1	6%	-3	-5%	-15%	-0.6	-2%	-5%	11%	4%
O=C(CSc1n[nH]c(-c2ccccc2)n1)Nc1ccc(F)cc1F	-26%	1	-1%	2%	-4.2	x	-11%	6%	1%
CCn1ncc(Br)c1C(=O)Nc1cc(C)cc(C)c1	2%[57.1 µM]	3	-4%	0%	2.0	2%	14%	-2%	6%
O=C(Nc1ccccc1C(F)(F)F)C1CCN(C(=O)Cc2ccccc2)CC1	-4%	6	7%	3%	-2.0	4%	10%	17%	0%
Cc1nc(Nc2ccc(Cl)cc2)c2oc3ccccc3c2n1	6%	3	-14%	-14%	2.1	-2%	-2%	u	27µM*
NNC(=O)c1ccccc1OCc1ccccc1	-10%	7	8%	8%	1.4	19%	11%	-11%	2%
COc1ccccc1NC(=O)C1CCCN(C(=O)Nc2ccc(F)cc2)C1 (stereo not given)	3%	-4	9%	-7%	1.1	8%	1%	4%	-15%
Cc1cc(Br)ccc1NC(=O)CNC(=O)CN(C)Cc1nc2ccccc2c(=O)[nH]1	0%[57.1 µM]	x	0%	-4%	-1.8	2%	20%	4%	1%
C[C@@H]1CN([C@@H](C)CO)S(=O)(=O)c2ccc(C#Cc3cccc(F)c3)cc2O[C@H]1CN(C)S(=O)(=O)c1cn(C)cn1	2%	-4	9%	-4%	5.6	u	8%	13%	-29%
CCOC(=O)Cc1csc(NC(=O)C2CCCCC2C(=O)O)n1 (stereo not given)	5%	3	-3%	6%	-0.1	3%	-12%	10%	-6%
Cc1ccc(NC(=O)COc2ncnc3c(Cl)cc(Cl)cc23)cc1[N+](=O)[O-]	-6%	2	11%	-4%	-0.3	22%	-4%	6%	6%
COc1ccc(CNC(=O)c2ccc(-c3c(C)noc3C)c3ccoc23)cc1OC	-8%	-4	-3%	4%	0.1	14%	5%	3%	9%
COc1ccccc1CCC(=O)OCC(=O)c1c(N)n(CC(C)C)c(=O)n(C)c1=O	-10%	15	17%	-3%	-1.3	11%	14%	-2%	3%
CN1CCN(S(=O)(=O)NC[C@H]2O[C@@H](n3cnc4c(N)ncnc43)[C@H](O)[C@@H]2O)CC1	-8%	-1	0%	-13%	0.7	-28%	3%	-15%	-7%
Cc1ccc2nc(-c3cccnc3)oc2c1	1%	0	u	5%	2.2	20%	-9%	1%	-9%
Cc1cccc(C)c1-n1nnnc1C(c1cccs1)N1CCN(C/C=C/c2ccccc2)CC1 (stereo not given)	-2%	-1	7%	12%	-0.8	12%	-1%	-3%	-11%
COc1ccc(C(=O)NC2=NCCS2)cc1S(=O)(=O)N1CCCCC1C (stereo not given)	0%	-4	-1%	7%	-4.1	20%	-1%	-5%	-13%
O=C1c2ccc(Br)cc2C(=O)N1c1ccc(Cc2ccncc2)cc1	-13%	0	12%	7%	-2.7	20%	-1%	0%	-1%
CCOC(=O)N1CCN(CC(O)COc2ccc3c(c2)CCC3)CC1 (stereo not given)	1%	4	-7%	-4%	-0.1	27%	8%	9%	-6%
CCS(=O)(=O)N1CCC(N2CCC(C)CC2)CC1	-2%	-1	-1%	-4%	-0.6	-18%	5%	-9%	-5%
COc1ccc(Cl)cc1Nc1ncnc2sc(C)c(S(=O)(=O)N3CCC(C)CC3)c12	-11%[57.1 µM]	12	0%	-6%	0.2	-2%	6%	u	-4%
COc1ccc(CCN2C(=O)CCC3=C2CCCC3=O)cc1OC	-3%	-4	-2%	-12%	0.8	-12%	-13%	3%	-8%
N#CCCn1cc(/C=N/NC(N)=S)c(-c2ccccc2)n1	-1%	-2	-1%	2%	-2.7	13%	-7%	-11%	-25%
CCOc1ccc2[nH]c(=O)c(=O)[nH]c2c1	0%	-22	-11%	8%	2.5	-9%	-3%	-2%	-9%
CSCCC(C(=O)Nc1c(C)cccc1C)N(Cc1ccccc1)Cc1ccccc1 (stereo not given)	-4%	5	11%	19%	-0.9	22%	-9%	1%	-15%
Cc1ccc(Nc2nc(-c3sc(N)nc3C)cs2)cc1	-8%	-54*	-20%	-6%	-1.0	u	-13%	u	u
COc1cc(/C=N/Nc2nc(Nc3ccccc3)nc(-n3nc(C)cc3C)n2)cc(OC)c1OC	u	-8	0%	-8%	-2.8	u	u	9%	0%
